CHX counter: counter-screen for Shiga toxin inhibitors: cycloheximide protein synthesis inhibition; cell reporter, cycloheximide protein synthesis inhibition counterscreen; max response, %; hit rate 12% among 300,000; in the data active = max response mostly above about 13%, no sharp cut-off; inactive = mostly below about 14%; also: read at 38.3 µM for the half of the compounds with a filed dose; 0% is about no effect
Pf growth 48h: P. falciparum growth inhibition at 48 hours (one generation); P. falciparum luciferase growth in erythrocytes, 48 h; Potency, µM (top dose mostly 28.7 µM), inactives show at the highest dose activity change, negative = inhibition, actives largely listed as inhibitors; hit rate 5.9% among 310,000; AID 504832; also: potency is read from the fitted curve at half-maximal effect; % is scaled to controls: 0 for no effect and ±100 for the full control effect
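Parasite viability was followed by luminescence of a genomically integrated firefly luciferase. Cultures held 0.1% parasitemia at 2% hematocrit (final), incubated under 5% CO2 at 37 C.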
Shiga inhibitor: inhibitors of Shiga toxin in Vero cells. Vero cells, Shiga toxin protein synthesis inhibition reporter. inhibition, % at 38.7 µM. hit rate 9.2% among 290,000. AID 2315; in the data active = inhibition mostly above about 28%, no sharp cut-off; inactive = mostly below about 43%; also: 0% is about no effect
Sm TGR inh: inhibitors of Schistosoma mansoni thioredoxin glutathione reductase | Potency, µM (doses to about 114 µM), without a hit: at the top dose activity change, negative = inhibition, usual class: inhibitors | purified TGR, DTNB reduction, TNB absorbance 405 nm | Q962Y6 | hit rate 3% among 360,000; also: potency is read from the fitted curve at half-maximal effect; % is scaled to controls: 0 for no effect and ±100 for the full control effect; nearly all actives have a fitted effect of over 60% in size
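TGR 20 nM + NADPH 100 uM (dispensed conc.), cpd preinc 15 min RT; start with NADPH (500 uM addition) then DTNB (15 mM addition). Kinetic TNB absorbance, 405 nm filter. Four-parameter Hill fit across titration.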
FBPA Giardia inh: inhibitors of Giardia lamblia fructose-1,6-bisphosphate aldolase; A8B2U2; purified Giardia FBPA; Potency, µM (titrated, usually from 59.6 µM), without a hit: at the highest dose activity, negative = inhibition, usual class: inhibitors; hit rate 0.71% among 290,000; also: potency is read from the fitted curve at half-maximal effect; % is scaled to controls: 0 for no effect and ±100 for the full control effect; nearly all actives have a fitted effect of over 55% in size
Target sequence (A8B2U2 whole entry, looked up): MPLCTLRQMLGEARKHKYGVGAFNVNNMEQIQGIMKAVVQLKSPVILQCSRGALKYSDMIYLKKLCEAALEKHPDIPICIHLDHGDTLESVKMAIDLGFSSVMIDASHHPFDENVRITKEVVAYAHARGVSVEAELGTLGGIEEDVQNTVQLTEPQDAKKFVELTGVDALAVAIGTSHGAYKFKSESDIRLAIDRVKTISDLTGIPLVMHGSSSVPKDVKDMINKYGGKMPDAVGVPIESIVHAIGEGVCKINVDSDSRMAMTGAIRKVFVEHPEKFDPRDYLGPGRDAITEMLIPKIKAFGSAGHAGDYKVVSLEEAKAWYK
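40 nM FBPA preincubated 10 min at RT with compound (up to 57.5 uM final), then substrate plus GAPDH/TPI/NAD/arsenate coupling and diaphorase/resazurin added. Fluorescence read after 20 min at RT, 525/598 nm.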
Pf growth 96h: P. falciparum growth inhibition at 96 hour, primary screen for plastid delayed-death inhibitors; AID 504834; hit rate 6.9% among 320,000; Potency, µM (highest dose often 28.7 µM), for the others: at the top dose activity change, negative = inhibition, most hits filed as inhibitors; P. falciparum luciferase reporter growth, 96 h; also: potency is read from the fitted curve at half-maximal effect; % is scaled to controls: 0 for no effect and ±100 for the full control effect
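Delayed-death screen, second-generation endpoint: infected erythrocytes, 2% hematocrit, 0.05% parasitemia final; 96 hours at 37 C, 5% CO2; luciferase detection reagent; luminescence decrease equals reduced growth.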
An asterisk follows results filed as active; i = inactive; ? = inconclusive; . = not tested or not shown; & = joins results of further samples; [ ] = dose if it differs, or a comment. Unless noted, calls follow the shape of the dose curve; as a rule, active = well fitted curve in the direction sought with a large enough effect; inconclusive = small, poorly fitted or top-dose-only effect, or another doubt; inactive = no such curve, though single readings can be large; an effect the other way counts as inactive or inconclusive.

Compound,CHX counter,Pf growth 48h,Shiga inhibitor,Sm TGR inh,FBPA Giardia inh,Pf growth 96h
CSc1ccc(CCNC(=O)c2ccc(CS(=O)Cc3ccc(Cl)cc3)o2)cc1 (configuration not stated),11,0%,8,0%&0%,.,6%
COc1cccc(CNC(=O)C2CCN(S(=O)(=O)c3ccc4c(c3)NC(=O)CO4)CC2)c1,-4,-4%,-6,-24%,-5%,?
Cc1ccc(C(=O)NNC(=O)CCCCC(=O)NNC(=O)c2ccc(C)cc2)cc1,-2,9%,-6,-17%,-9%,?
CC(C)N(C(=O)CSc1nnnn1-c1ccc2c(c1)OCO2)C(C)C,2,48%[activator],-12,-1%,1%,?
C=CCn1c(CNC(=O)c2ccco2)nnc1SCC(=O)Nc1cccc(Br)c1,-2,-18%,32,39%[activator],1%,.
CCc1cc2c(=O)c(-c3cscn3)coc2cc1OC,17,0%,101*,0%,-3%,19%
CC(NC(=O)c1cc(Br)ccc1Cl)c1ccccc1 (configuration not stated),3,18%,-23,8%,8%,3%
CCCCC12CNCC(C)(CNC1)C2=O,-2,7%,0,1%,3%,.
CC(=O)Nc1ccc(S(=O)(=O)Nc2cccc(-c3csc(C)n3)c2)cc1,-2,59%[activator],8,41%[activator],5%,?
O=C(CCNC(=O)c1ccc([N+](=O)[O-])cc1)NCc1ccccc1,.,?,.,-2%,.,24%
CN(CCc1nc2ccc(Cl)cc2[nH]1)Cc1nc(CC2CC2)no1,-1,-3%,-10,?,5%,?
C=CCn1c(SCC(=O)Nc2ccc(Cl)cn2)nnc1C1CC1,14,21%,1,-4%,.,?
Cc1cccc(NC(=O)C2CCCN2C(=O)Oc2ccccc2)c1C (configuration not stated),-3,6%,8,-4%,-7%,-6%
CCC(C)N(CCNC(=O)c1ccc2c(c1)NC(=O)c1ccccc1S2)C1CCCCC1 (configuration not stated),-4,1.9µM*,-3,-3%,-6%,?
O=C(COc1ccccc1/C=C1/NC(=O)NC1=O)Nc1ccccc1,-4,22%,16,-7%,5%,1%
CC(=O)c1cc(Cl)ccc1OCc1cccc(S(=O)(=O)N2CCOCC2)c1,.,?,.,5%,.,?
NC(=O)[C@@H]1CCCN1Cc1nc(-c2ccc(C(F)(F)F)cc2)no1,16*,12%,12,-7%[57.1 µM],5%,?
O=C(O)c1ccc(S(=O)(=O)c2ccc3c(c2)C(=O)N(NC(=O)c2ccncc2)C3=O)cc1,8,11%,7,10%,26%,14%
O=C(Nc1cc(S(=O)(=O)Nc2ccccc2Cl)ccc1O)c1sc2cc(Cl)ccc2c1Cl,2,4%,-9,-24%,4%,-5%
COc1ccc(CCn2c(O)c(C3=c4ccccc4=NC3=O)sc2=S)cc1OC,1,17%,-22,0%,-15%,324%[activator]
COc1ccc(-c2nnn(CC(=O)N(CC(=O)NC3CCCC3)Cc3ccco3)n2)cc1OC,-1,-3%,-7,-3%[57.1 µM],0%,?
CCC(=O)N1CCCc2cc(S(=O)(=O)N3CCN(c4ccccc4F)CC3)ccc21,6,.,-1,0%,4%,-20%
Cc1cc(C(=O)Nc2sc3c(c2C#N)CCC(C(C)(C)C)C3)no1 (configuration not stated),1,.,-1,-2%,2%,10µM*
N#CC1=C2SCC(O)(c3ccccc3)N2C(=O)CC1c1ccccc1F (configuration not stated),-3,.,-12,-21%,?,.
O=C(COn1nnc2ccc(Cl)cc21)NCc1ccccc1,-4,28%,84,0%,-1%,-1%
COc1ccc(N2CCN(Cc3nc4ccccc4n3C)CC2)cc1,-2,-17%,-2,-3%,-1%,?
COc1cc(O)c(CCC(=O)c2cc(OC)c(OC)c(OC)c2)c(OC)c1,-2,?,-3,-8%,-10%,?
COc1cccc(C(=O)NCC2CCCO2)c1 (configuration not stated),5,37%[activator],34,1%,0%,.
Cc1ccc(S(=O)(=O)NCC(=O)OCC(=O)Nc2cccc(S(=O)(=O)NC3=NCCCCC3)c2)cc1C,-1,11%,-7,-14%,-1%,20%
Cc1ccc(NC(=O)c2cc([N+](=O)[O-])ccc2N2CCOCC2)cc1C,5,-5%,20,-26%,.,?
CC(C)(C)/C(O)=C/c1nc2ccccc2[nH]c1=O,6,28%,11,-3%,6%,38%[activator]
CCCCNC(=O)CNC(=S)N(Cc1ccc(C)cc1)Cc1ccco1,-2,?,3,?,0%,24%
O=C(NCCSc1c[nH]c2ccccc12)C1CC1,-5,4%,-1,-1%,-1%,?
CCCCNC(=O)c1cn(CC)c2ccc(S(=O)(=O)N3CCCCCC3)cc2c1=O,-3,?,21,-12%,.,-23%
Cc1nc2ccccn2c1C(=O)NNC(=O)Nc1cccc(C(F)(F)F)c1,0,22%,5,0%,-7%,-29%
CC(O)C(=O)N/N=C/c1cccc2ccccc12 (configuration not stated),21,?,3,-1%,-4%,20%
CCOC(=O)N1CCC(NC(=O)c2cc(C(=O)NC3CCN(Cc4ccccc4)CC3)ccc2CO)CC1,-2,16%,27,-14%,9%,10µM*
Cc1ccc(S(=O)(=O)N2CCOCC2)cc1C(=O)N1CC(C)OC(C)C1 (configuration not stated),.,22%,.,-2%,.,5%
O=c1[nH]c(Cc2cccs2)nc2ccccc12,10,?,9,5%,3%,119%[activator]
CN(C)CCNc1ccc(-c2n[nH]c(=O)c3ccccc23)cc1[N+](=O)[O-],-3,18%,-11,18%,7%,0%
COC(=O)C(C(=O)Nc1cccc(Cl)c1C)C1CCCC1 (configuration not stated),7,-2%,-16,2%,6%,65%[5.75 µM]
Cc1ccc(C)c(OCC(O)CN2CCC(C)CC2)c1C (configuration not stated),-1,.,-16,3%[11.4 µM],-17%,9%
Cc1cccc(OCC(=O)Nc2cc(S(=O)(=O)N3CCCCC3)ccc2N2CCN(C)CC2)c1,-6,?,-14,2%,0%,?
Cc1ccccc1N1CCN(C(=O)c2ccccc2NC(=O)/C=C\C(=O)O)CC1,-1,3%,-5,?,9%,?
C[C@H](NC(=O)c1cc2cc(Cl)ccc2n1C)C(=O)N1CCC[C@H]1C(=O)O,-2,14%,-2,3%,-18%,-23%
Cc1nnc(NC(=O)CSc2nc(C3CCCCC3)nc3ccccc23)s1,-1,-6%,-6,?,-2%,0%
CC1=C(C)CC(C(=O)Nc2nc(-c3ccc(F)cc3)c(C)s2)C(C(=O)O)C1 (configuration not stated),-2,11%,-3,2%,16%,-1%
CCCCNC1=C(Br)C(=O)CC(C)(C)C1,-2,2%,1,5%,5%,.
O=C(COc1ccccc1)N1CCN(c2ncnc3c2cnn3-c2ccccc2)CC1,12,?,13,-9%,-1%,-11%
CC(NC(=O)c1nn(C)c(=O)c2ccccc12)c1ccc(F)cc1 (configuration not stated),-2,?,-23,-9%,-1%,i
O=C(c1cccc2ccccc12)N1CCN(c2ccc([N+](=O)[O-])c(N3CCOCC3)c2)CC1,-6,?,-8,0%,-2%,?
O=C(Nc1ccccc1)c1cccc(N2C(=O)C3C4C=CC(C4)C3C2=O)c1 (configuration not stated),19*,-2%,29,56%[activator],.,?
CCn1c(=O)c2cc(C(=O)NCCN(C)C)sc2c2ccccc21,-4,-4%[0.00184 µM],-6,?,2%,0%
N#CC(c1ccc(F)cc1)c1ccc(C(=O)c2ccc(F)cc2)cc1 (configuration not stated),1,.,-5,7%,-4%,-24%
CC(C)CC(=O)NC(=S)Nc1ccc(NC(=O)c2cccs2)cc1,0,.,13,?,-3%,5.2µM*
COc1ccc(S(=O)(=O)N(C)C)cc1NC(=O)c1ccc2c(c1)NC(=O)C(C)S2 (configuration not stated),.,9.3µM*,.,-7%,.,5.2µM*
COc1ccccc1NC(=O)Nc1ccc(CC#N)cc1,25*,95%[activator],43*,-9%,-3%,82%[activator]
Cc1cc(NS(=O)(=O)c2ccc(NC(=O)CSc3nnc(-c4ccco4)n3Cc3ccco3)cc2)nc(C)n1,-1,-10%,-11,-5%,19%,-11%
NCC(c1ccc(Cl)cc1Cl)c1c[nH]c2ccccc12 (configuration not stated),-2,?,-8,1%,8%,?
Cc1[nH][nH]c(=O)c1N=Nc1ccccc1,-3,.,-5,-15%,-16%,17%

A stretch of the results above, for reference:
Compound,CHX counter,Pf growth 48h,Shiga inhibitor,Sm TGR inh,FBPA Giardia inh,Pf growth 96h
COc1ccccc1NC(=O)Nc1ccc(CC#N)cc1,25*,95%[activator],43*,-9%,-3%,82%[activator]
Cc1cc(NS(=O)(=O)c2ccc(NC(=O)CSc3nnc(-c4ccco4)n3Cc3ccco3)cc2)nc(C)n1,-1,-10%,-11,-5%,19%,-11%
NCC(c1ccc(Cl)cc1Cl)c1c[nH]c2ccccc12 (configuration not stated),-2,?,-8,1%,8%,?
Cc1[nH][nH]c(=O)c1N=Nc1ccccc1,-3,.,-5,-15%,-16%,17%

(list continues)
Compound,CHX counter,Pf growth 48h,Shiga inhibitor,Sm TGR inh,FBPA Giardia inh,Pf growth 96h
CCOC(=O)N1CCN(S(=O)(=O)c2ccc(NC(C)=O)cc2)CC1,-1,4%,-7,0%,11%,?
Cc1cccc(NC(=O)CN2C(=O)COc3ccc(Cl)cc32)c1C,-2,.,-5,-3%,1%,19%
O=C(O)C1C2C=CC(O2)C1C(=O)Nc1ccc(S(=O)(=O)Nc2ccccc2)cc1 (configuration not stated),-3,7%,-3,6.3µM*,24%,15%
COc1cc(/C=C/C(=O)Nc2nnc(CC(C)(C)C)s2)cc(OC)c1OC,-2,8%,-4,-2%,4%,48%[activator]
CCn1cc(C(=O)NC(C)C23CC4CC(CC(C4)C2)C3)cn1 (configuration not stated),-3,?,-3,-6%,-2%,5.2µM*
CS(=O)(=O)c1ccc2nc(NC(=O)CS(=O)(=O)Cc3ccccc3)sc2c1,11,31%[activator],11,-6%,8%,490%[activator]
CCOCCCNC(=S)NCCCNc1nc2ccc(C)cc2cc1C#N,14,-10%,-10,-1%,-13%,-27%
CC(C)CC(=O)NC(=S)Nc1ccc(S(=O)(=O)N2CCCC2)cc1,-3,-6%,-17,-23%,-1%,?
O=C1CC(N2CCN(C/C=C/c3ccccc3)CC2)C(=O)N1Cc1ccc(N2CCCC2=O)cc1 (configuration not stated),-3,?,-8,-30%,-11%,?
C[C@H](C(O)c1ccccc1)N(C)C(=O)CN (some centres not stated),-4,10%,-6,-28%,5%,-17%
Cc1nn(Cc2ccc(C(=O)NC3CCCCC3)o2)c(C)c1Br,-4,?,-1,?,0%,17%
Cc1nn(C)c(Oc2cccc(Cl)c2)c1C#N,1,-3%,-2,8%,-1%,2%
CCCCCn1c(=O)[nH]c2cc(C(=O)NCCN3CCCCC3C)ccc2c1=O (configuration not stated),-8,12µM*,-1,1%,8%,?
COc1ccc(Cl)cc1C(=O)NNC(=O)C1COc2ccccc2O1 (configuration not stated),3,-4%,11,?,-7%,?
COc1ccccc1NC(=O)C(O)C(O)C(=O)Nc1ccccc1OC (configuration not stated),-1,-4%,10,0%,0%,32%[activator]
CC(C(=O)Nc1ccccc1-c1ccccc1)N1CCCCC1 (configuration not stated),-1,.,-13,-3%,3%,?

An excerpt of these results, with two lines to a compound:
Values run as follows: CHX counter | Pf growth 48h | Shiga inhibitor | Sm TGR inh | FBPA Giardia inh | Pf growth 96h
- Cc1cccc(NC(=O)CN2C(=O)COc3ccc(Cl)cc32)c1C
 : -2 | . | -5 | -3% | 1% | 19%
- O=C(O)C1C2C=CC(O2)C1C(=O)Nc1ccc(S(=O)(=O)Nc2ccccc2)cc1 (configuration not stated)
 : -3 | 7% | -3 | 6.3µM* | 24% | 15%

Bioassay records (PubChem)
